# Screens (PubChem BioAssay)
# ATXN viability: reduces viability in counter-screen for ATXN expression inhibitors | S2 cells (HEK-293 line with an ATXN2-luciferase reporter) viability, CellTiter-Fluor protease fluorescence, 24 h | Potency, µM (highest dose often 56.7 µM), usual class: cytotoxic | 400,000 tested, 0.49% active; further: potency means the concentration at half of the fitted maximal effect; nearly all actives have a fitted effect of over 40% in size
# SW480 rereplic: DNA re-replication induction in SW480 cells; SW480 DNA re-replication, Hoechst DNA content imaging, 48 h; Potency, µM (titrated, usually from 46.1 µM), for the others: at the highest dose re-replication activation, most hits filed as activators; 340,000 tested, 1.8% active; AID 624297; further: potency means the concentration at half of the fitted maximal effect; % of control where 0% means no effect; nearly all actives have a fitted effect of over 55% in size
#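 Cells (250 per well) received 23 nL compound or DMSO by pin tool and were kept 48 hr at 37 C, 5% CO2. Nuclei were then stained with Hoechst for 40 min and scanned for DNA content.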
# HT1080-NT tox: kills 2HG-producing HT-1080-NT fibrosarcoma cells; HT-1080-NT fibrosarcoma viability, CellTiter-Glo ATP luminescence, 48 h; Potency, µM (doses to about 46.1 µM), inactives show top-dose activity, negative = less viability, most hits filed as cytotoxic; 360,000 tested, 1.6% active; AID 686970;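 further: NT is the 2HG producing partner of a matched IDH1 knockdown line; potency means the concentration at half of the fitted maximal effect; 0% = DMSO-treated cells and -100% = media-only wells without cells; nearly all actives have a fitted effect of over 55% in size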
#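 Viability of the 2HG-overproducing fibrosarcoma line after 48 hours of compound exposure at 37 degrees C was determined by luminescence with CellTiter-Glo, and concentration-effect curves were then fitted and categorized.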
# KB-3-1 cytotox: KB-3-1 parental cell cytotoxicity. KB-3-1 viability, CellTiter-Glo ATP luminescence, 72 h. Potency, µM (highest dose often 46.1 µM), inactives show at the top dose activity change, negative = cytotoxic, hits mostly cytotoxic. 400,000 tested, 1.4% active. AID 1347075; further: potency means the concentration at half of the fitted maximal effect; on the % scale 0 is the no-effect control and ±100 the full control effect; nearly all actives have a fitted effect of over 60% in size
#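 KB-3-1 cells, DMEM (no phenol red) + 10% FBS; compound by pin transfer, 72 h, 37 °C. Readout: CellTiter-Glo luminescence after 10 min. Data normalized, curve-fitted.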
# IL-1B inflam inh: blocks inflammasome-driven IL-1 beta release | THP-1 LPS/ATP IL-1B secretion, AlphaLISA, 16 h; stronger effect = lower value | activity change, % at 57.5 µM | 360,000 tested, 4.7% active; in the data active means activity change below about -50%; inconclusive means mostly about -30% to -49%; further: on the % scale 0 is the no-effect control and ±100 the full control effect
#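 THP-1 cells pretreated 1 hr with compounds (up to 57.5 uM final), then stimulated with LPS (250 ng/mL final) plus ATP (1.25 mM final); secreted IL-1B measured by AlphaLISA after 16 hr, decreased signal indicating inhibition.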
# ATXN2 expr inh: ATXN2 expression inhibition; HEK-293 ATXN2-luciferase reporter, luminescence, 24 h; Potency, µM (doses to about 57 µM), without a hit: at the top dose activity change, negative = inhibition, hits mostly inhibitors; 360,000 tested, 0.72% active; AID 1745845; further: potency means the concentration at half of the fitted maximal effect; on the % scale 0 is the no-effect control and ±100 the full control effect; nearly all actives have a fitted effect of over 55% in size
#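 qHTS (up to 57 uM final) was run with 24 h compound exposure of reporter cells at 37 °C. Each well was multiplexed: SteadyGlo luminescence measured ATXN2-luciferase expression after a fluorogenic Gly-Phe-AFC viability readout (25 uM final).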
# MCF10A rereplic: induces DNA re-replication in MCF 10a normal breast cells. MCF 10A DNA re-replication, Hoechst nuclear intensity, 48 h. Potency, µM (top dose mostly 46.1 µM), for inactives: at the top dose activity, positive = re-replication, most hits filed as activators. 350,000 tested, 2.9% active; further: potency means the concentration at half of the fitted maximal effect; % of control where 0% means no effect; nearly all actives have a fitted effect of over 50% in size
# HT1080 IDH1KD tx: toxicity to HT-1080 IDH1 knockdown cells (counter line); Potency, µM (doses to about 46.1 µM), without a hit: top-dose activity, negative = toxicity, usual class: cytotoxic; 360,000 tested, 2% active; HT-1080 IDH1 knockdown viability, ATP luminescence, 48 h; AID 686971;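 further: potency means the concentration at half of the fitted maximal effect; 0% = DMSO wells and -100% = cell-free medium wells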
#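 Viability of IDH1-knockdown HT-1080 fibrosarcoma cells was assessed by CellTiter-Glo after 48 h at 37 °C with titrated compound; concentration-effect curves were classified by fit quality and response size.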
# KB-V1 MDR tox: KB-V1 MDR subline cytotoxicity | KB-V1 MDR cells viability, CellTiter-Glo, 72 h | Potency, µM (doses to about 46.1 µM), for the others: at the top dose activity change, negative = cytotoxicity, usual class: cytotoxic | 400,000 tested, 3.4% active; further: potency means the concentration at half of the fitted maximal effect; on the % scale 0 is the no-effect control and ±100 the full control effect; nearly all actives have a fitted effect of over 60% in size
#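 KB-V1 MDR subline cells in DMEM (phenol-red free, 10% FBS) exposed to compounds in qHTS concentration series for 72 h at 37 degrees C. Viability read by CellTiter-Glo luminescence; concentration-effect curves fitted after normalization and correction.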
# Numbers without * were called inactive; i = inactive; ? = inconclusive; · = no result given; [ ] = another dose, or the depositor's remark. Unless noted, the call rests on the fitted dose curve; in most records, active means well fitted curve in the direction sought with a large enough effect; inconclusive means small, poorly fitted or top-dose-only effect, or another doubt; inactive means no such curve, though single readings can be large; an effect the other way counts as inactive or inconclusive.
SMILES,ATXN viability,SW480 rereplic,HT1080-NT tox,KB-3-1 cytotox,IL-1B inflam inh,ATXN2 expr inh,MCF10A rereplic,HT1080 IDH1KD tx,KB-V1 MDR tox
O=C(CC(c1ccccc1)c1cc(Br)ccc1O)N1CCCC1 (configuration not stated),i,9%,-13%,-1%,-9,-14%[11.3 µM],4%,1%,-21%
C=CCn1c(=O)c(C(=O)Nc2cccnc2)c(O)c2ccccc21,i,2%,9%,-22%,18,-7%,?,0%,?
COc1ccc(C(=S)NC2CCCCC2)cc1,i,-3%,-5%,-1%,11,39%[activator],-13%,-4%,-3%
CCCCNC(=O)c1ccc2c(c1)N=C(CC)c1ccccc1S2,?,·,·,?,·,-23%,·,·,18µM*
CC(=O)c1ccc(OC(=O)C2CSC3(C)CCC(=O)N23)cc1 (configuration not stated),?,1%,-11%,11%,-4,-7%,-6%,-2%,0%
COc1ccc(CCN2C(=NC(=O)CC(C)C)SC3CS(=O)(=O)CC32)cc1OC (configuration not stated),i,0%,2%,4%,-19,·,0%,5%,-8%
CC1CC(C)CN(CCCNC(=O)Cn2ncc3c([nH]c4ccccc43)c2=O)C1 (configuration not stated),i,-1%,5%,4%,16,·,3%,12%,2%
Cc1ccc(-n2cnc(=O)c3cccnc32)cc1,i,2%,10%,-6%,20,9%,7%,2%,-2%
COc1ccc(C(=O)/C=C/Sc2nc3ccccc3o2)cc1,·,?,?,?,-95*,?,22%,3.3µM*,?
CC(C)n1c(N2CCN(CC(=O)NCc3cccs3)CC2)nc2ccccc21,?,-4%,3%,3%,-9,3%,0%,8%,-17%
CC(C)OC(=O)n1c(=S)oc2ccccc21,i,?,-4%,1%,6,-1%,4.6µM*,-1%,-3%
NCCc1nnc(SCc2ccccc2Cl)o1,i,8%,-4%,3%,·,-31%,3%,-3%,-12%
CC(C)N(C(=O)CSc1nc(Cc2ccccc2)nc2ccccc12)C(C)C,i,?,0%,?,-3,-42%,?,-12%,0%
O=C(CSc1c(Cl)cccc1Cl)NC1CCCc2ccccc21 (configuration not stated),?,14%,-22%,-7%,20,-20%,16%,-2%,15µM*
CCN(CC)S(=O)(=O)c1cccc(C(=O)OCC(=O)C23CC4CC(CC(C4)C2)C3)c1,i,6%,2%,?,-6,-24%,15%,1%,15µM*
CC1CC(C)CN(C(=O)C(NS(=O)(=O)c2ccc(Br)s2)c2ccccc2)C1 (configuration not stated),?,-97%[inhibitor],-26%,0%,2,-30%,16µM*,?,0%
CN(C)c1ccc(CNC(=O)CN2C(=O)C3CCCCN3c3ccc(C(=O)N4CCCC4)cc32)cc1 (configuration not stated),i,·,·,-6%,·,1%,·,·,-15%
O=C(NCc1ccccc1)c1ccc(NC(=O)C2CCCC2)cc1,?,-20%,6%,0%,-15,9%,-16%,4%,0%
COc1cc2[nH]c(C(=O)N3CCc4ccccc4C3)cc2c(OC)c1OC,i,?,-29%,-13%,·,13%,2%,?,-23%
N#Cc1cccnc1Oc1ccccc1,i,-1%,13%,-3%,-11,0%,4%,15%,-2%

# Part of the list above in order of length of the SMILES, largest number first:
SMILES,ATXN viability,SW480 rereplic,HT1080-NT tox,KB-3-1 cytotox,IL-1B inflam inh,ATXN2 expr inh,MCF10A rereplic,HT1080 IDH1KD tx,KB-V1 MDR tox
CC(C)n1c(N2CCN(CC(=O)NCc3cccs3)CC2)nc2ccccc21,?,-4%,3%,3%,-9,3%,0%,8%,-17%
CC(=O)c1ccc(OC(=O)C2CSC3(C)CCC(=O)N23)cc1 (configuration not stated),?,1%,-11%,11%,-4,-7%,-6%,-2%,0%
CCCCNC(=O)c1ccc2c(c1)N=C(CC)c1ccccc1S2,?,·,·,?,·,-23%,·,·,18µM*

# With a hit mark in IL-1B inflam inh, among the entries above:
molecule | SW480 rereplic | IL-1B inflam inh
COc1ccc(C(=O)/C=C/Sc2nc3ccccc3o2)cc1 | ? | -95*

# Additional records follow:
SMILES,ATXN viability,SW480 rereplic,HT1080-NT tox,KB-3-1 cytotox,IL-1B inflam inh,ATXN2 expr inh,MCF10A rereplic,HT1080 IDH1KD tx,KB-V1 MDR tox
COc1ccc(C(=O)N2CCN(c3ccc(C)cc3)CC2)cc1OC,i,-4%,-3%,6%,24,-24%,-1%,1%,-12%
Cc1ccc(C(C(=O)NC2CCCC2)N(Cc2ccc(F)cc2)C(=O)c2csnn2)o1 (configuration not stated),i,12%,-9%,-11%,-12,-1%,8%,0%,-18%
CCOC(=O)N1CCN(C(c2ccnc3ccccc23)c2nnnn2-c2c(C)cccc2C)CC1 (configuration not stated),i,·,-2%,-9%,-14,-1%,·,-6%,-14%
COc1ccc(/C=C2\SC(=S)N(CC(=O)N3CCN(C)CC3)C2=O)cc1,?,-6%,0%,6%,-19,78%[activator],?,-6%,-13%
C/C(=N\NC(=O)c1ccc(NS(=O)(=O)c2cccs2)cc1)c1ccccn1,i,?,?,?,-4,?,?,?,?
CSc1ccc(CCNC(=O)NCc2noc3ccccc23)cc1,i,·,·,-3%,·,-16%,·,·,-1%
Cc1ccc(C(=O)NC2CCC(C)CC2)s1 (configuration not stated),i,-1%,16%,-1%,-10,36%[activator],-1%,22%,0%
O=[N+]([O-])c1ccc(/C=N/Nc2ncccc2[N+](=O)[O-])s1,i,2%,-5%,-14%,-3,-5%,12%,11%,6%
Cc1cc(NS(=O)(=O)c2ccc(NC(=O)c3oc4ccccc4c3C)cc2)no1,i,0%,-20%,7%,17,7%,-6%,-23%,-4%
CN1CCN(C(=O)Nc2ccc([N+](=O)[O-])cc2)CC1,i,-6%,-11%,-3%,33,-9%,2%,-5%,11%
N=c1ccn2c(n1)O[C@H]1[C@@H](CO)[C@H](O)O[C@H]12,i,-2%,?,0%,39,1%,-6%,12%,?
Cc1cc(C)n(-c2ccc(NC(=O)C3CCN(Cc4ccccn4)CC3)cc2)n1,i,-19%,2%,0%,-23,-8%,0%,3%,0%
COc1cccc(C(=O)NN2c3ccccc3CCc3ccccc32)c1,i,-146%[inhibitor],-24%,-19%,9,-13%,16%,?,-17%
Cc1cc(C)cc(OCc2nnc(SCC(=O)OC(C)C)o2)c1,i,-2%,0%,1%,-3,-1%,8%,-6%,20%
C[C@@H]1CN([C@@H](C)CO)C(=O)CCCn2nncc2CO[C@@H]1CN(C)C(=O)Nc1ccccc1,i,·,4%,24%,0,4%,·,1%,18%
CCCc1cc(=O)[nH]c(Nc2cc(OC)ccc2OC)n1,i,-3%,8%,1%,18,-3%,-3%,0%,20%
CCN(CC)S(=O)(=O)c1cc(NC(=O)CSc2nccn2C)ccc1C,i,2%,12%,4%,15,-13%,?,4%,?
COc1ccc(C(=O)c2oc3ccccc3c2NC(=O)c2nc(SC)ncc2Cl)cc1Cl,i,·,·,7%,·,5%,·,·,15%
CCCn1c(N)c(C(=O)CSc2nc3ccccc3s2)c(=O)[nH]c1=O,·,12%,-26%,?,48,82%[activator],25%,?,?
Cc1ccc(CNC(=O)CSc2nnc3c(n2)[nH]c2ccccc23)cc1,?,8%,21%,4%,11,?,9%,6%,-1%
Cc1ccc(S(=O)(=O)NCc2cccnc2)s1,i,-2%,18%,7%,21,?,-3%,10%,0%
Cc1ccc(-c2nc(C)c(CCNC(=O)C(=O)Nc3ccc4c(c3)OCCO4)s2)cc1,i,·,·,-24%,·,6%,·,·,-22%
Nc1nc(SCc2ccccc2Cl)c2ncn(C3OC(CO)C(O)C3O)c2n1 (configuration not stated),i,-5%,3%,-2%,-26,18%,-4%,0%,17%
COC(=O)c1ccccc1NC(=O)CSc1nnc(C(CO)NC(=O)c2ccccc2Cl)n1C (configuration not stated),i,-1%,-14%[9.24 µM],1%,0,0%,-1%,5%,0%

# A stretch of the results above, as a working copy:
SMILES,ATXN viability,SW480 rereplic,HT1080-NT tox,KB-3-1 cytotox,IL-1B inflam inh,ATXN2 expr inh,MCF10A rereplic,HT1080 IDH1KD tx,KB-V1 MDR tox
Cc1ccc(CNC(=O)CSc2nnc3c(n2)[nH]c2ccccc23)cc1,?,8%,21%,4%,11,?,9%,6%,-1%
Cc1ccc(S(=O)(=O)NCc2cccnc2)s1,i,-2%,18%,7%,21,?,-3%,10%,0%
Cc1ccc(-c2nc(C)c(CCNC(=O)C(=O)Nc3ccc4c(c3)OCCO4)s2)cc1,i,·,·,-24%,·,6%,·,·,-22%
Nc1nc(SCc2ccccc2Cl)c2ncn(C3OC(CO)C(O)C3O)c2n1 (configuration not stated),i,-5%,3%,-2%,-26,18%,-4%,0%,17%
COC(=O)c1ccccc1NC(=O)CSc1nnc(C(CO)NC(=O)c2ccccc2Cl)n1C (configuration not stated),i,-1%,-14%[9.24 µM],1%,0,0%,-1%,5%,0%
